From PubChem
PI5P4K alpha inh = inhibitors of human PI5P4K alpha; PI5P4Kalpha enzyme, ADP-Glo luminescence, 60 min; active compounds read low; max response, %; 330,000 tested, 1.2% active; AID 652105; active = max response of -50% or lower; inconclusive = between -30% and -50%; inactive = -30% or higher; note: value at the top dose of about 77 µM; % is set by controls: 0 for no effect and ±100 for the full control effect
Target sequence (P48426 whole entry, looked up): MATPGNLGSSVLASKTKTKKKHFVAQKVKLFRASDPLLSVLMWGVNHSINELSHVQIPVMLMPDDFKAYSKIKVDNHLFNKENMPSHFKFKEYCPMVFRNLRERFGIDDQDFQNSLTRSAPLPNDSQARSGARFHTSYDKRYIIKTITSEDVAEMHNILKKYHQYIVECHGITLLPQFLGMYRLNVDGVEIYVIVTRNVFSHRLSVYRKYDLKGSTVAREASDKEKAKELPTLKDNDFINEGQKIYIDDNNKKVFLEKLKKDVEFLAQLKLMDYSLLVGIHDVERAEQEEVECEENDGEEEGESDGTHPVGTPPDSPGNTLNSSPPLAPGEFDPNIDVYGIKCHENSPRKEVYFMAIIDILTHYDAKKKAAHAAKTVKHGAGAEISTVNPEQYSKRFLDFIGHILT
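Human PI5P4Kalpha with substrate in 0.038 M HEPES pH 7.4, 0.28 mM EGTA, 0.1% CHAPS, 5% DMSO; reaction started with 5 microM ATP (final), 60 min at room temperature. ADP formed read by ADP-Glo luminescence.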
PLK1 PBD block = blocks phosphopeptide binding to human PLK1 polo-box domain. P53350. Plk1 PBD binding of FITC phosphopeptide, fluorescence polarization. Potency, µM, for inactives: max response, negative = inhibition, usual class: inhibitors. 360,000 tested, 2.8% active. AID 720504; note: potency is the fitted concentration of half-maximal effect; series mostly up to about 57 µM; % is set by controls: 0 for no effect and ±100 for the full control effect; nearly all actives have a fitted effect of over 65% in size
EPAC1 ag = agonists of human EPAC1 | O95398 | EPAC1 agonist qHTS, biochemical assay; response scale: 100% = response to 6.5 mM cAMP | Potency, µM (titrated, usually from 154 µM), for the others: at the top dose activation, actives largely listed as activators | 360,000 tested, 0.073% active | AID 720707; note: potency is the fitted concentration of half-maximal effect; nearly all actives have a fitted effect of over 60% in size
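Fluorescent GDP-exchange assay: 100 nM EPAC1 with 250 nM Rap1B preloaded with BODIPY-GDP and 50 uM GDP; compounds tested as concentration series, 5 min at room temperature, then read every 5 min for 30 min (ex 480/em 540 nm); normalized to 6.5 mM cAMP.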
GLP1R ag = GLP-1 receptor (human) agonism; Potency, µM (highest dose often 45.6 µM), inactives show at the top dose activation, hits mostly activators; 380,000 tested, 0.007% active; HEK293 GLP-1R CRE-luciferase, luminescence, 4-6 h; cells express a hypersensitive GLP-1R form; note: potency is the fitted concentration of half-maximal effect; % of control where 0% means no effect
Target sequence (P43220 whole entry, looked up): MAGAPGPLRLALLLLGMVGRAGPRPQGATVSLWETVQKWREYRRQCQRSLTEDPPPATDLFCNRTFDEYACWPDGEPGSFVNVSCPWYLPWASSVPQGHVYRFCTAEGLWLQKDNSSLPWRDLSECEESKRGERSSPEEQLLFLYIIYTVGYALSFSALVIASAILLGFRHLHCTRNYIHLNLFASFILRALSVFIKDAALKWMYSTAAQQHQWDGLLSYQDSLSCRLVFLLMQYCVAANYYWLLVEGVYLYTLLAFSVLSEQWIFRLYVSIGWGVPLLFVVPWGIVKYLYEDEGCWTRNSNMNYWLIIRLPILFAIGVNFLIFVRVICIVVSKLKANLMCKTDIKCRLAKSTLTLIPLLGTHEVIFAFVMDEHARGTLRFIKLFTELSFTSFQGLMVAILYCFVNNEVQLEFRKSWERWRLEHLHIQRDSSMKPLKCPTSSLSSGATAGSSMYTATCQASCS
HEK293 tox = cytotoxic in the GLP-1 receptor inverse agonist counter-screen | HEK293 cAMP-luciferase reporter cells, luminescence, 24 h | Potency, µM (highest dose often 38.3 µM), inactives show at the top dose activity change, negative = inhibition, hits mostly inhibitors | 410,000 tested, 0.13% active | AID 624418;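 note: loss of luciferase light is scored as toxicity; potency is the fitted concentration of half-maximal effect; % is set by controls: 0 for no effect and ±100 for the full control effect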
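Quantitative HTS format, 1536 wells, 200 cells/uL seeded. Compounds: 23 nL, 24 h, 37 °C. Detection: luciferase reagent, luminescence at 12 min RT; decreased signal taken as cytotoxic.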
IL2 activator = activators of IL-2; activation, % (series mostly up to about 46 µM); 360,000 tested, 0.065% active; IL-2 activation reporter assay, cell-based qHTS; stimulated with anti-CD3/CD4/CD28 beads; in transgenic mouse T cells; in the data active = activation above about 50%; inconclusive = mostly about 30% to 49%; note: 0% is about no effect
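Unstimulated transgenic mouse T cells, 750 per well, received compound and, after 60 minutes, anti-CD3/anti-CD4 bead plus anti-CD28 stimulation. EGFP and DsRed were quantified after 18 hours.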
GLP-1R inv ag = inverse agonists of human GLP-1 receptor | HEK293 GLP-1R CRE-luciferase, luminescence, 24 h; GLP-1R form is constitutively active | Potency, µM (highest dose often 38.3 µM), for inactives: top-dose activity change, negative = inhibition, hits mostly inhibitors | 410,000 tested, 1.6% active | AID 624417; note: potency is the fitted concentration of half-maximal effect; % is set by controls: 0 for no effect and ±100 for the full control effect; nearly all actives have a fitted effect of over 55% in size
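Stable HEK293 clone (constitutively active GLP-1R + cAMP-response luciferase); 200 cells/uL plated, 12 h pre-culture, compound 24 hr, 37 deg C/5% CO2; detection reagent 12 min RT; luminescence.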
PTHR1 agonist = agonists of human PTHR1 parathyroid hormone receptor; Potency, µM (series often up to 115 µM), for inactives: at the highest dose activation, most hits filed as activators; 410,000 tested, 0.075% active; HEK293 GP2 PTHR1 cells, GloSensor cAMP luminescence, 1 h; Q03431; note: potency is the fitted concentration of half-maximal effect; nearly all actives have a fitted effect of over 55% in size; some results filed as inactive show a strong effect at the top dose; inactives centre near -15; many of its hits are not listed in these tables
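HEK-293-derived GP2 cells expressing PTHR1 and a GloSensor cAMP reporter, 3,000/well, plated overnight, given luciferin plus IBMX (each 0.5 mM as added) for 1 h at 37 °C, then compound for 1 h at 37 °C. Luminescence was read after 15 min at room temperature.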
EPAC1 antag = antagonists of human EPAC1. EPAC1 GEF assay, Rap1b-BODIPY-GDP exchange fluorescence. 360,000 tested, 0.14% active. Potency, µM (top dose mostly 115 µM), for inactives: top-dose activity change, negative = inhibition, actives largely listed as inhibitors. AID 720709. O95398;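 note: potency is the fitted concentration of half-maximal effect; plate controls were vehicle for no effect and positive control for full effect; nearly all actives have a fitted effect of over 50% in size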
* hit, by the source's call; i = inactive; ? = inconclusive; . = not tested or not shown; & = joins results of further samples; [ ] = another dose, or the depositor's remark. Unless noted, calls come from the whole dose curve; as a rule, active = well fitted curve in the direction sought with a large enough effect; inconclusive = small, poorly fitted or top-dose-only effect, or another doubt; inactive = no such curve, though single readings can be large; an effect the other way counts as inactive or inconclusive. These rows are one share of the data; the hit share may differ from the screen's.

SMILES	PI5P4K alpha inh	PLK1 PBD block	EPAC1 ag	GLP1R ag	HEK293 tox	IL2 activator	GLP-1R inv ag	PTHR1 agonist	EPAC1 antag
COc1ccc(S(=O)(=O)NCCNC(=O)N2CCOCC2)cc1	-6	-15%	-2%	-3%	-9%	1.0	-11%	i	-3%
O=c1c2ccccc2nc2n1CCN2	.	-6%	9%	-5%	-2%	-2.0	4%	-2%[57.5 µM]	0%
CCOC(=O)C1=C(CSc2nc(CC)c(C)cc2C#N)OC(N)=C(C#N)C1c1ccccc1 (stereo not given)	-6	-22%	10%	-1%	49%[activator]	-3.0	-4%	i	-17%
O=[N+]([O-])c1ccc2nc(-c3ccccc3)n(OCc3ccc(Cl)cc3)c2c1	-26	?	4%	-10%	6%	-1.9	21%	-22%	3%
COc1ccc2[nH]c(C)c(CCN(Cc3cccs3)C(=S)Nc3ccccc3OC)c2c1	-4	-15%	22%	-1%	-16%	-2.6	?	i	-22%
CCCCCCC1CC(C)(C(=O)CNc2nncs2)OC1=O (stereo not given)	-2	-17%	5%	16%	-8%	1.2	14%	-20%	-6%
O=C(CN(CC1CCCO1)C(=O)CNS(=O)(=O)c1ccccc1)NCCc1ccccc1 (stereo not given)	-6	-8%	5%	7%	3%	0.1	0%	-2%	-12%
CN1CCN(CCCNC(=O)C2CCN(c3nnc(-n4cccc4)s3)CC2)CC1	2	-4%	-4%	-5%	9%	2.0	-11%	i	3%
COc1ccc(CN2CCC(=O)N([C@H](CO)CC(C)C)CC2)cc1OC	-59*	-2%	-1%	-1%	8%	1.1	13%	-23%	-13%
CCN(CC)c1ccc(NC(=O)C2CCCC2)cc1	-2	-2%	15%	3%	-3%	0.3	-14%	-4%	-4%
CC(=O)Nn1c(COc2ccccc2C)nc2ccccc2c1=O	2	-8%	3%	-2%	-7%	0.3	4%	-17%[57.5 µM]	5%
COc1ccc(C2=CSC3=NCCN23)cc1[N+](=O)[O-]	2	-12%	0%	6%	-14%	-0.4	-6%	i	-4%
COc1ccc(CCNC(=O)Cn2cnc3c(nnn3Cc3ccc(C)cc3)c2=O)cc1OC	.	-5%	10%	-1%	19%	-4.2	13%	7%[57.5 µM]	6%
CCN1CCc2c(sc(NC(=O)COc3ccccc3)c2C(=O)OC)C1	0	0%	2%	-3%	6%	-2.4	28%	i	15%
C=CCNC(=O)c1cccn1-c1ccsc1C(=O)OC	-6	0%	6%	-16%	1%	-0.5	8%	-21%[57.5 µM]	0%
Clc1ccc(-n2nnnc2CN2CCCCC2)cc1Cl	.	1%	3%	7%	-14%	-1.8	0%	i	4%
O=C(NNC(=O)c1nn(-c2ccc(F)cc2)ccc1=O)Nc1cccc(Cl)c1	-2	2%	-14%	0%	0%	-2.6	9%	i	9%
Oc1ccc(/C=N/Nc2ccc3ccccc3c2)c(O)c1	-21	?	4%	-30%[inhibitor]	10%	3.1	?	i	5%
Cc1ccc(C(=O)N(Cc2sccc2C)C2CCS(=O)(=O)C2)cc1 (stereo not given)	4	-7%	2%	0%	11%&-17%	-1.1	7%&-2%	-32%[inhibitor]	6%
CCOc1ccccc1NC(=O)CCS(=O)(=O)c1cccc2nsnc12	0	8%	-4%	2%&1%	-31%&5%	1.0	-13%&3%	9%	-2%
O=C(NCc1ccco1)/C(=C/c1ccc([N+](=O)[O-])cc1)NC(=O)c1ccco1	-2	3%	5%	5%	3%	-2.0	10%	i	1%
CCc1cccc(NS(=O)(=O)c2ccc3c(c2)N(C)CCO3)c1	-4	24µM*	0%	-4%	-7%	-0.2	?	-89%[inhibitor]	-9%
COCc1cc(CN2CCN(C)CC2)c(O)c2ncccc12	2	0%	-1%	-14%	-20%	-0.3	-17%	i	6%
CCOc1c(Cl)cc(/C=N/O)cc1OC	7	1%	-5%	3%	-6%	-3.8	10%	i	-8%
COC(=O)[C@H](CCSC)NC(=O)c1cccnc1SC	1	-2%	-1%	9%	-2%	0.2	-3%	i	-2%
Cc1ccsc1CNC(=O)c1c(-c2ccccc2)noc1C	1	-3%	5%	10%	-1%	3.1	-13%	i	14%
CCOc1cc(/C=N/NC(=O)c2ccc(NC(=O)C3CC3)cc2)ccc1O	0	5%	-8%	11%	-1%	-0.4	39%[activator]	-27%	-17%
Cn1nccc1C(=O)N1CCN(c2ccccc2F)CC1	-2	-13%	17%	-1%	-5%	-0.7	5%	-20%	-3%
O=c1c2ccccc2nc(CSc2nnnn2-c2ccccc2)n1-c1ccccc1	-7	-1%	3%	-4%	1%	0.0	-8%	-3%	-3%
C=C(C)C(=O)Nc1cccc(C2=NOC3(C2)C[C@@H](C(N)=O)N(C(=O)/C(C)=C/C)C3)c1 (stereo not given in full)	?	?	11%	-5%	1%	-0.3	6%	i	-6%

5 of these compounds, set out differently.
| molecule | PI5P4K alpha inh | PLK1 PBD block | EPAC1 ag | GLP1R ag | HEK293 tox | IL2 activator | GLP-1R inv ag | PTHR1 agonist | EPAC1 antag |
| --- | --- | --- | --- | --- | --- | --- | --- | --- | --- |
| Cc1ccsc1CNC(=O)c1c(-c2ccccc2)noc1C | 1 | -3% | 5% | 10% | -1% | 3.1 | -13% | i | 14% |
| CCOc1cc(/C=N/NC(=O)c2ccc(NC(=O)C3CC3)cc2)ccc1O | 0 | 5% | -8% | 11% | -1% | -0.4 | 39%[activator] | -27% | -17% |
| Cn1nccc1C(=O)N1CCN(c2ccccc2F)CC1 | -2 | -13% | 17% | -1% | -5% | -0.7 | 5% | -20% | -3% |
| O=c1c2ccccc2nc(CSc2nnnn2-c2ccccc2)n1-c1ccccc1 | -7 | -1% | 3% | -4% | 1% | 0.0 | -8% | -3% | -3% |
| C=C(C)C(=O)Nc1cccc(C2=NOC3(C2)C[C@@H](C(N)=O)N(C(=O)/C(C)=C/C)C3)c1 (stereo not given in full) | ? | ? | 11% | -5% | 1% | -0.3 | 6% | i | -6% |

(continued)
SMILES	PI5P4K alpha inh	PLK1 PBD block	EPAC1 ag	GLP1R ag	HEK293 tox	IL2 activator	GLP-1R inv ag	PTHR1 agonist	EPAC1 antag
O=C(NCc1cccs1)c1cc(-c2ccc(O)cc2)on1	4	2%	6%	20%	-20%	1.2	?	-19%	1%
O=C(OCC(=O)N1CCCC1=O)c1cc(Cl)ccc1O	-5	0%	?	1%	-11%	0.1	8%	i	-12%
C=CC1CN(C(=O)OCC(Cl)(Cl)Cl)C2CC3c4ccc(OC)cc4NC3C3CC1C2CO3 (stereo not given)	1	-13%	-11%	-2%	-8%	-0.2	?	-66%[inhibitor]	-8%
CCN(CCCNC(=O)c1ccc2c(c1)NC(=O)CN2C)c1cccc(C)c1	-1	?	2%	-8%	-3%	2.0	?	-53%[inhibitor]	?
COC(=O)CNc1nc(Cl)nc(NC2CCCCC2)n1	3	-6%	10%	-7%	-7%	0.5	8%	?	-25%
COc1ccc(CCNC(=O)CNC(=O)c2nn(-c3ccc(OC)c(OC)c3)c(=O)c3ccccc23)cc1OC	1	7%	2%	22%	-7%	-0.5	5%	-8%	-14%
CC(C(=O)Nc1ccc(C#N)cc1)N1CCN(C(=O)C2CC2)CC1 (stereo not given)	-3	-3%	4%	1%	-16%	-3.8	6%	-13%	4%
COc1cccc2c3c(c(=O)[nH]c12)CC(C)(C)O3	5	4%	15%	1%	-20%	-0.1	1%	i	-20%
c1ccc2c(c1)CCc1snnc1-2	1	1%	3%	0%	0%	-0.8	6%	-16%	14%
O=C(Nc1nnc(-c2ccco2)o1)c1ccc(Cl)cc1	3	-11%	7%	-1%	10%	0.5	1%	i	-4%
Cc1nnc(SCC(=O)NC(C)c2ccccc2)[nH]c1=O (stereo not given)	-9	-17%	26%	-7%	0%	-2.3	8%	-31%[inhibitor]	-10%
Cc1ccc(NC(=O)CN2CCSc3ccc(S(=O)(=O)N4CCCC4)cc32)cc1	.	.	.	-2%	-15%	.	?	-34%	.
Cc1cc2oc(=O)cc(CN(C)Cc3ccccc3Cl)c2cc1C	24	-20%	11%	21%	17%	0.7	-20%	-22%	-10%
CC1CC(C)CN(C(=O)c2cn(C)c3ccc(S(=O)(=O)N(C)C)cc3c2=O)C1 (stereo not given)	-4	0%	-5%	0%	-11%	-0.3	3%	-27%	0%
CCN(CC)C(=O)CN(c1cc(Cl)ccc1OC)S(=O)(=O)c1ccc(C)c([N+](=O)[O-])c1	0	-10%	-2%	-1%	-25%	-0.4	-19%	i	7%
Cc1ccc(S(=O)(=O)N(C)c2nonc2C)cc1	0	-2%	-1%	-5%	-18%	-0.6	0%	-14%	1%
COC(=O)C(C(=O)Nc1cccc(Cl)c1C)C1CCCC1 (stereo not given)	-2	-15%	8%	-1%	-5%	-0.3	2%	-11%	-8%
C=CCNC(=O)c1c(N)n(-c2cccc(S(N)(=O)=O)c2)c2nc3ccccc3nc12	-1	-1%	11%	-3%	.	-1.3	?	i	-5%
CCCC(C)c1oc(=O)cc(O)c1C (stereo not given)	-19	?	-12%	-1%	-6%	0.2	-13%	i	9%
O=C(O)c1ccc(S(=O)(=O)NC2CCCCCC2)cc1	-2	-2%	-11%	-3%	2%	1.7	-4%	-11%	2%
C=C(C)CNC(=S)NNC(=O)CCn1c2cc(Cl)ccc2c2ccc(Cl)cc21	-5	0%	9%	-12%	-8%	-0.2	11µM*	-17%	-14%
CN(CC(=O)Nc1ccc(Cl)cc1)C(=O)C1CCCC1	7	-9%	6%	7%	-9%	-0.2	-26%	i	-15%
O=C(COc1c(Cl)cccc1Cl)NN1C(=O)CSC1=S	-11	19µM*	-8%	-8%	0%	-0.9	9%	i	5%
Fc1ccc2cc(-c3ccccc3)ncc2c1	0	-23%	-17%	14%	-3%	-0.4	18%	i	-7%
CN(CC(=O)NCC1CCCCC1)CC(=O)Nc1ccc(F)cc1	1	-7%	6%	-4%	-1%	-0.4	-22%	i	-2%
C/C(=N\NC(=O)c1ccc(C(=O)N/N=C(\C)c2ccco2)o1)c1ccco1	-1	-1%	0%	0%	-7%	-0.1	22%	i	0%
COc1ccc(NC(=O)CN(C)C(=O)Cc2ccc(S(=O)(=O)N3CCOCC3)s2)cc1	-20	-14%	-1%	3%	6%	-6.2	5%	-18%	6%
